# GSK3beta inhib – human GSK3beta kinase inhibitors, primary screen, biochemical, cell-free homogeneous, HTS; Glycogen synthase kinase-3 beta (Homo sapiens), P49841; GST-GSK3beta kinase, ADP-Glo luminescence, 60 min; active compounds read low; activity score (negative = inhibition), % at 10 µM; 300,000 tested, 0.038% active; AID 2097, 2009;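 active means more than half of replicate wells score below -50%, meaning over 50% inhibition versus plate controls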;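 further: 0% = median DMSO wells and -100% = median GW8510 positive control wells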
#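 Assay system: GST-tagged human GSK3beta kinase, cell-free; Input: 1.6 ng GSK3beta; Medium: Tris/MgCl2 kinase buffer; Timing: 60 min enzyme reaction, room temperature; Signal: ADP-Glo luminescence quantifying ADP generated by kinase; Evaluation: score relative to plate controls; Benchmarks: DMSO neutral wells and GW8510 at 20 µM as positive.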
# KCNK9 block – KCNK9 potassium channel inhibitors, primary screen, HEK293 cells, thallium flux | B-score at 10 µM | 310,000 tested, 1.2% active | Potassium channel subfamily K member 9 (Homo sapiens), Q9NPC2 | FluxOR thallium flux fluorescence; active compounds read low;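 active means ratio B-score over 3 SD below the library mean, with starting fluorescence within 5 SD of its mean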;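 further: negative B-score means less thallium flux so channel inhibition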
# KCNQ1 pot – potentiators or activators of KCNQ1 channel, primary screen, cell-based, thallium flux, high-throughput. Potassium voltage-gated channel subfamily KQT member 1 (Homo sapiens), P51787. 310,000 tested, 0.35% active. CHO-K1 KCNQ1, thallium flux FluxOR fluorescence; active compounds read high. B-score at 10 µM;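 active means fluorescence ratio B-score, a plate-corrected score, at least three library SD, with initial intensity B-score within 5 SD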
#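 Doses: Single concentration per compound, DMSO matched to controls | Test system: KCNQ1-transfected CHO-K1 cells | Timing: 90 min dye loading and 20 min compound exposure, both at room temperature | Measured by: Kinetic FluxOR thallium fluorescence, 10-s 1-Hz baseline, 110-s post-stimulus read | Medium: Assay buffer with matched DMSO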
# PolyA inhibitor – polyadenylation inhibitors in yeast reporter cells, primary screen, luminescence, S. cerevisiae; S. cerevisiae SKY197-pL101 polyadenylation reporter, beta-gal luminescence; efflux-impaired pdr1/pdr3 knockout yeast; score 100 = 6 SD above DMSO; calls only at 12 µM; 300,000 tested, 0.02% active;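 active means lowest replicate activity score at least 50, where 100 means six control SD above control mean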;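 further: yeast exposed to compound for 9 h at 30 °C; higher score means more reporter readthrough which indicates perturbed polyadenylation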
# RGS4 act – RGS4 potentiators or activators, primary screen, cell-based, HEK293 M3R inducible RGS4, calcium flux | 310,000 tested, 0.92% active | B-score at 10 µM | carbachol calcium flux Fluo4; active compounds read low;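 active means B-score of the integrated calcium signal more than 4 SD below the library mean, with starting fluorescence not abnormally high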;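 further: negative B-score means reduced calcium response which marks RGS4 activation or potentiation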
#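 System: HEK293 FlpIn-TREx cells, stable M3R, doxycycline-inducible RGS4. Timing: overnight RGS4 induction, 30 min dye load 37 °C, 20 min compound RT. Also added: carbachol, ECmax concentration. Measured by: Fluo4 fluorescence kinetic imaging of calcium. Evaluation: integrated calcium ratio converted to B score.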
# RGS4 block – RGS4 inhibitors, primary screen, cell-based, HEK293 M3R inducible RGS4, calcium flux. 310,000 tested, 0.45% active. B-score at 10 µM. Fluo-4 calcium flux; active compounds read high; triggered by carbachol at its EC20;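 active means B-score, a plate-corrected calcium signal, over three deviations above library mean, with baseline fluorescence within five deviations of library mean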;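 further: RGS4 expression induced by doxycycline in cells with stable M3 receptor; B-score is computed from the integrated fluorescence ratio over baseline after carbachol; higher B-score means a larger calcium signal and so more RGS4 inhibition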
# Target sequence (P49798 whole entry, looked up): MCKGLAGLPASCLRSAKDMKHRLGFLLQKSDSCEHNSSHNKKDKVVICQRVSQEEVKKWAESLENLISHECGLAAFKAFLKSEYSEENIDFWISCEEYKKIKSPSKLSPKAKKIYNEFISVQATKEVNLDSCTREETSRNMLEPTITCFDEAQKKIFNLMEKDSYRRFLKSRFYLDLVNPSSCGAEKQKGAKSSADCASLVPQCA
# KCNK3 inh – human KCNK3 channel inhibitors, primary screen, CHO cells, FluxOR thallium flux, B-score; Potassium channel subfamily K member 3 (Homo sapiens), O14649; FluxOR fluorescence; active compounds read low; B-score at 10 µM; 340,000 tested, 0.84% active;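 active means B-score under library mean minus 4 SD, starting fluorescence ratio at most library mean plus 5 SD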;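 further: more negative B-score means stronger inhibition of thallium flux through KCNK3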
# Target sequence (O14649 whole entry, looked up): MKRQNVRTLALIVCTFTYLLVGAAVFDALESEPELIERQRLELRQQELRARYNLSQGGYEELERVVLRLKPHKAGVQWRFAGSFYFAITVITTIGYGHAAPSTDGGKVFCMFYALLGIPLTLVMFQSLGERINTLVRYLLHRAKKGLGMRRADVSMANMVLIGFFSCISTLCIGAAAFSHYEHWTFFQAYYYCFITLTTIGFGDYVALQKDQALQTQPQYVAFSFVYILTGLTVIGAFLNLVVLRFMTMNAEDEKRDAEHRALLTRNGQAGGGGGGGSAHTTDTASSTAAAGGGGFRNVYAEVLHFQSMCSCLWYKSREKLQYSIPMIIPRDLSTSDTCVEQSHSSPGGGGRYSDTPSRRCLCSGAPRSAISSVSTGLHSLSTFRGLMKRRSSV
# hERG protect – hERG rescue from dofetilide block, primary screen, cell-based, CHO-hERG, FluxOR thallium flux, dofetilide IC70; Voltage-gated inwardly rectifying potassium channel KCNH2 (Homo sapiens), Q12809; dofetilide IC70 present; activation (rescue from dofetilide block), less the hit threshold, % at 10 µM; 310,000 tested, 0.51% active; AID 1511, 2009;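 active means activation above the mean of controls blocked by dofetilide plus 5 SD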;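 further: thallium influx through hERG after potassium depolarization seen as dye fluorescence rise; in these data hits start at about 4.7%; inactives centre near -7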
# KCNQ1 inh – inhibitors of human KCNQ1 channel, primary screen, cell-based, thallium flux, high-throughput; AID 2642, 2010; Potassium voltage-gated channel subfamily KQT member 1 (Homo sapiens), P51787; B-score at 10 µM; CHO-K1 KCNQ1, FluxOR thallium flux fluorescence; active compounds read high; 310,000 tested, 1.3% active;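 active means compounds whose thallium flux B-score, printed positive for inhibition, exceeds three library SD while starting fluorescence stays within three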;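 further: channel opened by potassium depolarization with thallium stimulus after 20 min compound exposure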
# GSK3 alpha inh – blockers of GSK3A enzyme activity – biochemical, luminescence, cell-free homogeneous, HTS, primary screen | inhibition, % at 10 µM | GSK-3 alpha kinase, ADP-Glo luminescence, 60 min | 320,000 tested, 0.1% active | Glycogen synthase kinase-3 alpha (Homo sapiens), P49840 | AID 2650, 2010;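 in the data active means inhibition above about 50%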;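 further: GST-tagged GSK-3 alpha with peptide substrate and 25 µM ATP; 0% = DMSO neutral wells and 100% = GW8510 positive control wells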
# Target sequence (P49840 whole entry, looked up): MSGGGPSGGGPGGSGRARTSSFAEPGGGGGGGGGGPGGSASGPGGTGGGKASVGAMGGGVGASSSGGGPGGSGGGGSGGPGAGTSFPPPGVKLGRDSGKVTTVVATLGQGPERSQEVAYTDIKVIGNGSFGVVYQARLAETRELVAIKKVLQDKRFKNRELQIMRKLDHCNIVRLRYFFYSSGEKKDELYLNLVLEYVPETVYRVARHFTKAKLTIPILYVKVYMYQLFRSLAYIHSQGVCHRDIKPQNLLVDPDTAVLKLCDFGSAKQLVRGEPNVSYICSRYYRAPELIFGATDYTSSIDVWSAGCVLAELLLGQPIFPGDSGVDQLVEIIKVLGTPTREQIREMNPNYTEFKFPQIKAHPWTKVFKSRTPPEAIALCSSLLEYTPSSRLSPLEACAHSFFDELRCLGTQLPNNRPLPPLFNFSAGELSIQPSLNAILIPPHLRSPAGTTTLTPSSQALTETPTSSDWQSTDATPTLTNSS
# Dyrk1A ADPGlo – rat Dyrk1A kinase inhibitors, primary screen, biochemical, single point, plate reader. inhibition, % at 12.5 µM. ADP-Glo luminescence, NFATc1 peptide. 310,000 tested, 0.43% active. AID 504441, 2011. Dual specificity tyrosine-phosphorylation-regulated kinase 1A (Rattus norvegicus), Q63470; in the data active means inhibition above about 50%;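 further: plate controls were vehicle with enzyme for no effect and no enzyme for full effect; many of its hits are not listed in these tables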
# * marks the source's active call; other numbers are inactive results; i = inactive; . = no result given. This is a subset, so the mix of outcomes need not match the whole.
SMILES,GSK3beta inhib,KCNK9 block,KCNQ1 pot,PolyA inhibitor,RGS4 act,RGS4 block,KCNK3 inh,hERG protect,KCNQ1 inh,GSK3 alpha inh,Dyrk1A ADPGlo
COc1cc2[nH]c(C(=O)N3CCc4ccccc4C3)cc2c(OC)c1OC,1,i,i,i,i,i,i,-7,i,-15,0
CNC(=O)c1c[nH]c2ccc(S(=O)(=O)Nc3cccc(SC)c3)cc2c1=O,1,i,i,i,i,i,i,-5,i,-1,-1
COc1cccc(C2C3=C(N=c4s/c(=C\c5cccc(O)c5)c(=O)n42)c2ccccc2CC3)c1OC (configuration not stated),3,i,i,i,i,i,i,-8,i,0,2
CCOC(=O)C1C2C=CC3(CN(CCc4ccccc4)C(=O)C13)O2 (configuration not stated),-1,i,i,i,i,i,i,2,i,6,-1
Cc1ccc2nc(-c3cccc(NC(=O)c4ccco4)c3)[nH]c2c1,0,i,i,i,i,i,i,4,i,1,12
O=C1c2ccccc2C(=O)N1CCCSc1nc2ccccc2o1,4,i,i,i,i,i,i,-6,i,-2,3
CC(C)(C)c1csc(NC(=O)c2c(F)c(F)c(F)c(F)c2F)n1,2,i,i,i,i,i,i,-14,i,-3,-1
COc1cc(C(=O)NCC(=O)N/N=C/c2ccc(OC(=O)c3ccco3)cc2)cc(OC)c1OC,4,i,i,i,i,i,i,-20,i,-2,2
COCc1cc(C)nc(N)c1C#N,3,i,i,i,i,i,i,-3,i,0,-2
CCN(CC)C(=O)/C(=C\c1ccc2c(c1)OCO2)NC(=O)c1ccc(Br)cc1,2,i,i,i,i,i,i,-12,i,0,8
Cc1cccc(OCCCN2CCCCCC2)c1,-16,i,i,i,i,i,i,-5,i,-2,-11
Cc1cc(C(=O)OCC(=O)NC2CCCCC2)c(C)o1,7,i,i,i,i,i,i,-7,i,0,0
COCCCNC(=O)CN(c1cc(OC)ccc1OC)S(=O)(=O)c1ccccc1,2,i,i,i,i,i,i,-4,i,-1,-7
COc1ccc(N2CCN(C(=O)c3oc4ccccc4c3C)CC2)cc1,-1,i,i,i,i,i,i,-23,i,-8,.
Cc1ccc(-c2nnc(NC3CCCCC3)c3ccccc23)cc1S(=O)(=O)N1CCN(C)CC1,-1,i,i,i,i,i,i,-12,i,-2,-1
CCn1ncc([N+](=O)[O-])c1C(=O)Nc1c(C)cccc1C,0,i,i,i,i,i,i,-4,i,-1,-4
O=C(CNS(=O)(=O)c1ccccc1)NCC(=O)OCc1ccc(C(=O)c2ccccc2)cc1,-2,i,i,i,i,i,i,-3,i,0,-8
CCOC(=O)c1c(C)[nH]c(C(=O)COC(=O)c2ccc(O)cc2O)c1C,0,i,i,i,i,i,i,-7,i,1,-10
Cc1cc(/C(O)=C2\C(=O)C(=O)N(CCN(C)C)C2c2ccncc2)ccc1OCc1ccccc1 (configuration not stated),0,i,i,i,i,i,i,-3,i,-1,1
Cc1cc(NC(=O)CCC(=O)N(Cc2cccs2)C(C)(C)C(=O)NC2CCCCC2)no1,5,i,i,i,i,i,i,-5,i,-5,-3
Cc1cc(C)nc(NC2=NCC(=O)N2CCc2c[nH]c3ccccc23)n1,6,i,i,i,i,i,i,-2,i,0,3
Cn1ncc2c(NNC(=O)c3ccccc3Cl)ncnc21,2,i,i,i,i,i,i,-6,i,1,-3
COc1ccc(C(=S)N2CCOCC2)cc1OS(=O)(=O)c1ccccc1[N+](=O)[O-],4,i,i,i,i,i,i,-5,i,-1,-5
Cc1ccc(NC(=O)c2ccccc2Cl)cc1-n1cnnn1,1,i,i,i,i,i,i,-2,i,-1,-2
CNC(=S)/N=C(\Nc1ccc(C)cc1)c1ccccc1,0,i,i,i,i,i,i,-10,i,-3,.
COc1cc(CCCN2C(=O)C(=O)NC[C@@H]2CC2CCCCC2)cc(OC)c1OC,-3,i,i,i,i,i,i,-9,i,0,5
O=C(Nc1ccc(F)cc1)Nc1ccc(N2CCOCC2)c2nonc12,0,i,i,i,i,i,i,1,i,0,10
CCOc1ccc(NC(C)C(=O)N/N=C/c2ccc([N+](=O)[O-])cc2)cc1 (configuration not stated),0,i,i,i,i,i,.,-8,i,0,.
O=C(NCCN1CCN(c2ccccc2)CC1)Nc1cccc(Cl)c1,-3,i,i,i,i,i,i,-8,i,2,-2
O=C(CN(c1ccccn1)S(=O)(=O)c1ccccc1)N/N=C/c1cccc([N+](=O)[O-])c1,-1,i,i,i,i,i,i,-12,i,-2,6
CC1=NN(Cc2cc(C(C)(C)C)c(O)c(C(C)(C)C)c2)C(=O)C1,3,i,i,i,i,i,i,-3,i,-3,.
COc1cccc(-c2nc3ccc(O)cc3c(=O)o2)c1,.,i,i,i,i,i,i,-16,i,8,39
O=C(Nc1ccc(-c2cn3ccccc3n2)cc1)c1cccs1,-1,i,i,i,i,i,i,-4,i,-2,0
CC(=O)Nc1ccc(S(=O)(=O)NCCSCc2cccc(Cl)c2)cc1,0,i,i,i,i,i,i,-6,i,1,-5
Cc1ccc(C(=O)NCc2ccc3c(c2)OCO3)cc1N1CCCC1=O,0,i,i,i,i,i,i,-10,i,-1,0
COCCn1c(N)c(N(Cc2ccccc2)C(=O)Cc2c(Cl)cccc2Cl)c(=O)[nH]c1=O,0,i,i,i,i,i,i,-10,i,-1,.
C[C@H]1CCC[C@]2(O[C@@H](CCO)C[C@H](O)[C@H]2O)O1,-3,i,i,i,i,i,i,-5,i,-3,5
Cc1cc([N+](=O)[O-])c(-c2ccc(/C=N/n3cnnc3)o2)cc1Cl,3,i,i,.,i,i,i,-5,i,0,5
Cc1ccc(-c2cc(C(=O)Nc3ccc(S(=O)(=O)Nc4nc(C)cc(C)n4)cc3)c3ccccc3n2)cc1,2,i,i,i,i,i,i,-14,i,-4,16
COc1cc(C(=O)NCC(c2cccnc2)N2CCN(c3ccc(F)cc3)CC2)cc(OC)c1OC (configuration not stated),2,i,i,.,i,i,i,-6,i,0,6
NC1=NCC(O)=C1c1nc2ccccc2[nH]1,3,i,i,i,i,i,i,-3,i,-1,13
CCc1cccc(CC)c1NC(=O)CNCc1cccs1,8,i,i,i,i,i,i,-7,i,.,0
COc1ccc(N2CCN(C(=O)c3cc([N+](=O)[O-])ccc3N3CCN(CCO)CC3)CC2)cc1,2,i,i,i,i,i,i,-6,i,0,3
Cc1ccc(NC(=O)c2cc(=O)c3ccccc3o2)cc1,0,i,i,i,i,i,i,-3,i,2,5
CCOc1ccc2c(c1)-c1c(ssc1=S)C(C)(C)N2C(=O)c1ccco1,3,i,i,i,i,i,i,-5,i,-1,-2

# Retrieved by structure from the list above, four records:
SMILES,GSK3beta inhib,KCNK9 block,KCNQ1 pot,PolyA inhibitor,RGS4 act,RGS4 block,KCNK3 inh,hERG protect,KCNQ1 inh,GSK3 alpha inh,Dyrk1A ADPGlo
Cc1ccc(NC(=O)c2cc(=O)c3ccccc3o2)cc1,0,i,i,i,i,i,i,-3,i,2,5
CCc1cccc(CC)c1NC(=O)CNCc1cccs1,8,i,i,i,i,i,i,-7,i,.,0
C[C@H]1CCC[C@]2(O[C@@H](CCO)C[C@H](O)[C@H]2O)O1,-3,i,i,i,i,i,i,-5,i,-3,5
COc1cccc(-c2nc3ccc(O)cc3c(=O)o2)c1,.,i,i,i,i,i,i,-16,i,8,39

# Next compounds.
SMILES,GSK3beta inhib,KCNK9 block,KCNQ1 pot,PolyA inhibitor,RGS4 act,RGS4 block,KCNK3 inh,hERG protect,KCNQ1 inh,GSK3 alpha inh,Dyrk1A ADPGlo
CCOC(=O)c1ccc2[nH]c3ccccc3c2c1,1,i,i,i,i,i,i,-9,i,-4,0
NC(=O)C1CCN(S(=O)(=O)c2cccc(S(=O)(=O)N3CCCCC3)c2)CC1,-3,i,i,i,i,i,i,-8,i,-18,-6
Fc1ccccc1Cn1nnc2c(NCCc3ccccn3)ncnc21,2,i,i,i,i,i,i,-7,i,1,-3
CNC(=S)N(Cc1ccccc1)Cc1cccnc1,0,i,i,i,i,i,i,-6,i,-3,8
CCCn1nnnc1NC(=O)COc1ccc(Cl)cc1C,3,i,i,i,i,i,i,-1,i,-1,-6
CCCc1nc(SCC(=O)Nc2cc(C)on2)c2c(=O)n(C)c(=O)n(C)c2n1,-4,i,i,i,i,i,i,-11,i,0,0
O=C(O)Cn1cc(/C=C/[N+](=O)[O-])c2ccccc21,2,i,i,i,i,i,i,-9,i,0,3
COc1ccc(NC(=O)c2cc(CN3C(=O)c4ccccc4C3=O)ccc2OC)cn1,-4,i,i,i,i,i,i,-11,i,0,1
Cc1cccc(OCC(=O)Nc2nc3ccc([N+](=O)[O-])cc3s2)c1C,-1,i,i,i,i,i,i,1,i,10,1
CC(C(=O)Nc1ccccc1)N(C)CCOc1ccccc1 (configuration not stated),-1,i,i,i,i,i,i,-3,i,-2,-7
O=C(NC1CCN(C(=S)NCc2ccco2)CC1)C12CC3CC(CC(C3)C1)C2,1,i,i,i,i,i,i,-1,i,1,-7
O=C(NCCCN1CCCC1=O)NC1CCCCC1,2,i,i,i,i,i,i,-5,i,1,-5

# Assay outcomes from PubChem BioAssay.
